Screens deposited in PubChem by several laboratories.
NOD2 RIPK2 PPI – inhibitors of human NOD2-RIPK2 interaction. O43353. CHO BLA complementation NOD2-RIPK2, CCF4 ratio. inhibition, % at 4.98 µM. actives 0.38% (n = 360,000). AID 624267; in the data active means inhibition above about 21%;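 further: 0% = vehicle only and 100% = reference blocker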
NR2F2 inh – blocks human COUP-TFII nuclear receptor | P24468 | HEK293T NGFI-A luciferase reporter, luminescence | inhibition, % at 8.6 µM | actives 0.7% (n = 370,000) | AID 686940;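 active means inhibition above a per-plate cutoff, mean inhibition of test wells between control levels plus 3 SD, cut at about 38% in these data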;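 further: cells cotransfected with COUP-TFII expression vector driving the NGFI-A reporter; 0% = median of COUP-TF2 test wells and 100% = reporter-only cells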
NCOA1 inh – human NCOA1 inhibition. AID 588354. HEK293 GAL4-SRC1 luciferase reporter, luminescence. Q15788. actives 0.12% (n = 360,000). inhibition, % at 3.6 µM;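 active means inhibition above the campaign mean plus 3 SD, with each screening campaign given its own cutoff, cut at about 60% in these data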;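 further: 0% = DMSO treated cells and 100% = gossypol at 36 µM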
Target sequence (Q15788 whole entry, looked up, the tested form may be a part): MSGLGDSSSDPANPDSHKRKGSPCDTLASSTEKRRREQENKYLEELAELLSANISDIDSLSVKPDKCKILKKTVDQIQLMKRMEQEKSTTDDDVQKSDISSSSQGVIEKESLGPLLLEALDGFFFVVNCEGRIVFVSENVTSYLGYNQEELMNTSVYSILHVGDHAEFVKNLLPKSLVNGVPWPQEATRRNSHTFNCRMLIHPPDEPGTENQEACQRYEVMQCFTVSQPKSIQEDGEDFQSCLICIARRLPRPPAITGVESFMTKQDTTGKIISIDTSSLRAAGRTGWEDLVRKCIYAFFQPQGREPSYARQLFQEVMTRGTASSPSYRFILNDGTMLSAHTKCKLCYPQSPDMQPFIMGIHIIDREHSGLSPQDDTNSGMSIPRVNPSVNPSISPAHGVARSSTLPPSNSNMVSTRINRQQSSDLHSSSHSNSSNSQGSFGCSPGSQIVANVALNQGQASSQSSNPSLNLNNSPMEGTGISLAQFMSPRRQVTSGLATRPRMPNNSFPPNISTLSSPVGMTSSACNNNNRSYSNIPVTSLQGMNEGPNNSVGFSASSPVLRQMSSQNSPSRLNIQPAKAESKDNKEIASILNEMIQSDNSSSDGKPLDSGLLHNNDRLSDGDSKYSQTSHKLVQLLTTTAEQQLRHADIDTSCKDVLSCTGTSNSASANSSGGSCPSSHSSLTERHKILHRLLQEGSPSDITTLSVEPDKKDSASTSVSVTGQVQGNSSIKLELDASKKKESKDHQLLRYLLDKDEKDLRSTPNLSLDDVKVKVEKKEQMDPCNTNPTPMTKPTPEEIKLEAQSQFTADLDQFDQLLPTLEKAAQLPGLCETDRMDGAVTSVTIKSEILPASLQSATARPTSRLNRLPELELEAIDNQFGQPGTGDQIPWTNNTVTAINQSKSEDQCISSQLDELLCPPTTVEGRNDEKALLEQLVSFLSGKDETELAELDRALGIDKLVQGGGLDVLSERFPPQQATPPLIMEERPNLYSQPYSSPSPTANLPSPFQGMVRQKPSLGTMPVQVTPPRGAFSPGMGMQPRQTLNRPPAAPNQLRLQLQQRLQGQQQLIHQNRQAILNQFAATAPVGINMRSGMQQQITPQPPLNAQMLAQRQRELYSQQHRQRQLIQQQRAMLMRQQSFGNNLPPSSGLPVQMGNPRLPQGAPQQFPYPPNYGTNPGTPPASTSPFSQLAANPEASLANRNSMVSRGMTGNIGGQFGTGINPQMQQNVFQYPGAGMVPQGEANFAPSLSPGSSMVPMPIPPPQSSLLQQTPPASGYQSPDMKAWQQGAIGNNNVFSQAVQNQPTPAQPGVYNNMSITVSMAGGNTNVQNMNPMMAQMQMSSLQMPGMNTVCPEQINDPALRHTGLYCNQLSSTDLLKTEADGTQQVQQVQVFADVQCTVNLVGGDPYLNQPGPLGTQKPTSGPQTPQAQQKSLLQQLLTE
ABHD5-PLIN5 inh – ABHD5-PLIN5 protein interaction inhibition. actives 0.78% (n = 360,000). Split G. princeps luciferase complementation, luminescence, 4 h. inhibition, % at 4 µM. Q00G26+Q8WTS1;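 active means inhibition above the mean inhibition across every tested compound plus 3 SD, cut at about 22% in these data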;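 further: 0% = DMSO only wells and the 100% control is not disclosed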
NCOA2 inhibitor – inhibits human steroid receptor coactivator 2. HEK293 GAL4-SRC2 luciferase reporter, luminescence. inhibition, % at 9 µM. actives 0.17% (n = 370,000). AID 651957;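 active means inhibition above the mean inhibition of all tested compounds plus 3 SD, set per campaign, cut at about 52% in these data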;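 further: 0% = DMSO treated cells and 100% = cells given Gossypol at 36 µM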
MC4R antagonist – antagonists of human melanocortin 4 receptor (MC4R) | P32245 | MC4R-expressing cells, MTII-stimulated cAMP, LANCE TR-FRET | inhibition, % at 6.5 µM | actives 0.48% (n = 360,000) | AID 540295;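 active means inhibition above its plate's cutoff, the mean of tested wells on that plate plus 3 SD, cut at about 29% in these data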;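 further: 0% = Melanotan II alone and 100% = Melanotan II plus saturating MCL0020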
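Material: U2OS-MC4R stable cell line | Reagent: Melanotan II challenge after compound preincubation | Doses: One concentration, 6.5 µM nominal | Incubation: 30-min compound preincubation, 1-h Melanotan II challenge, 1-h detection, room temperature | Signal: TR-FRET cAMP assay | Replicates: One well per compound, no replicates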
EBV LMP1 NFkB – reduces LMP1-driven NF-kappaB luciferase signal. LMP1-induced NF-kappaB luciferase reporter cells, luminescence. inhibition, % at 12.5 µM. actives 0.69% (n = 350,000). AID 504558; in the data active means inhibition above about 41%;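 further: 0% = neutral control wells and 100% = reference inhibitor control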
TLR9-MyD88 inh – blocks human TLR9 binding to MyD88; AID 504734; actives 0.21% (n = 340,000); inhibition, % at 4.98 µM; CHO BLA complementation TLR9-MyD88, CCF4 FRET ratio; Q9NR96+Q99836;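 active means inhibition above the mean over all tested compounds plus 3 SD, cut at about 21% in these data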;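 further: 0% = DMSO only wells and 100% = clavulanate BLA inhibitor control wells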
SRC3 inh – inhibits human SRC3 coactivator; Q9Y6Q9; HEK293 GAL4-SRC3 luciferase reporter, luminescence; inhibition, % at 3.6 µM; actives 0.17% (n = 360,000); AID 588352;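 active means inhibition above a per-campaign cutoff, the mean of all compounds plus 3 SD, cut at about 60% in these data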;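 further: 0% = DMSO-treated cells and 100% = gossypol-treated cells at 36 µM; higher means less SRC3-driven luciferase light from the GAL4 reporter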
MC4R barr agon – human MC4R agonism via beta-arrestin. activation, % at 8.9 µM. AID 540308. U2OS MC4R beta-arrestin complementation, luminescence; percent of melanotan II response, DMSO zero. P32245. actives 0.98% (n = 360,000);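 active means activation above a per-plate cutoff, the mean activation of sample wells on that plate plus 3 SD, cut at about 8% in these data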
NR5A2 inv ag – inverse agonists of human LRH-1 (NR5A2); actives 0.13% (n = 360,000); HEK293T StAR-luciferase reporter, LRH-1 transfected, 24 h; AID 602396; inhibition, % at 3.6 µM;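 active means inhibition above the mean inhibition of all tested compounds plus 3 SD, cut at about 73% in these data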;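 further: 0% = DMSO wells and 100% = reporter-only cells lacking LRH-1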
An asterisk follows results filed as active; . = no result given. Not all compounds are listed, so the mix of outcomes need not match the whole.

entry	structure	NOD2 RIPK2 PPI	NR2F2 inh	NCOA1 inh	ABHD5-PLIN5 inh	NCOA2 inhibitor	MC4R antagonist	EBV LMP1 NFkB	TLR9-MyD88 inh	SRC3 inh	MC4R barr agon	NR5A2 inv ag
1	COC(=O)c1[nH]c2cccc(OC)c2c1NC(=O)CCN1CCC(C)CC1	-3	-4	10	4	3	-5	6	-18	-5	-0.5	2
2	Cc1ccnc(NC(=O)c2cc(-n3cnnc3)ccc2Cl)c1	-5	-4	-2	-6	-1	10	7	-4	-6	2.1	-6
3	O=C(c1cncc(Br)c1)N1CCN(S(=O)(=O)c2ccc3ccccc3c2)CC1	4	12	-1	0	13	2	-4	-7	3	-1.3	-14
4	Nc1sccc1C(=O)N1CCN(c2ccccc2)CC1	2	-6	.	30*	-11	.	.	.	.	.	12
5	CC(=O)Nc1ccc(NC(=O)CN(c2cc(Cl)ccc2Cl)S(C)(=O)=O)cc1	1	-17	-18	1	17	7	-15	-7	2	-4.9	5
6	COc1ccc(CNC(=O)C2CSCCS2)cc1 (configuration not stated)	-15	-16	-5	5	-6	6	-6	7	-3	-1.8	-19
7	O=C(COC(=O)/C=C/c1ccccc1[N+](=O)[O-])NCC(F)(F)F	6	-6	-1	1	8	3	-4	-2	10	0.0	24
8	O=C(NCC(=O)N1CC(O)CC1C(=O)N1CC(O)CC1C(=O)OCc1ccccc1)OCc1ccccc1 (configuration not stated)	7	7	-2	3	-12	-5	2	-1	14	-3.1	7
9	Cc1ccc(C2Nc3ccccc3C(=O)N2CCCN2CCOCC2)cc1 (configuration not stated)	-4	-14	-11	4	10	1	-4	5	9	0.2	11
10	O=C1N(c2ccccc2C(F)(F)F)O[C@]1(c1ccccc1)C1CCCCC1	-6	6	10	5	-1	5	9	3	7	-1.1	0
11	O=[N+]([O-])c1ccc(NCCCO)c(S(=O)(=O)N2CCOCC2)c1	-11	5	-5	5	-5	-3	-9	-1	21	-0.5	5
12	c1ccc(COC2COC3C(OCc4ccccc4)COC23)cc1 (configuration not stated)	7	-3	6	6	-8	10	3	-4	-19	1.1	-1
13	COc1ccc(C(C(=O)Nc2ccc(F)cc2)N2CCN(c3cccc(C(F)(F)F)n3)CC2)cc1 (configuration not stated)	-9	7	.	0	-3	.	.	.	.	.	25
14	OC(COCc1ccc2c(c1)OCO2)CN1CCCCC1 (configuration not stated)	-4	6	-11	1	18	7	11	-9	15	-0.1	2
15	O=c1[nH]cc(COCC(F)CCl)c(=O)[nH]1 (configuration not stated)	-4	-3	-16	-6	5	8	4	-4	2	-2.2	7
16	CCC(c1nnnn1CCc1ccccc1)N1CCN(C(=O)c2ccco2)CC1 (configuration not stated)	5	13	-11	-2	9	0	-7	3	-1	-2.1	5
17	Cc1cc(=O)[nH]c(SCc2ccc(Cl)cc2)n1	4	-16	11	-2	-7	-4	1	-1	11	-1.2	11
18	CN(Cc1ccccc1)C(=O)COc1cccnc1[N+](=O)[O-]	4	6	-21	-5	5	5	-9	10	-1	1.2	-7
19	Nc1ccc(C(=O)Nc2ccc3c(O)cc(S(=O)(=O)O)cc3c2)cc1	4	-4	-6	0	0	-8	3	0	-9	-0.8	-2
20	CCOC(=O)c1c(C)[nH]c(C2=NNC(=NC3CC3)SC2)c1C	-1	.	14	-11	.	3	50*	11	15	-2.9	-6
21	Cc1cc(N2CCCC2)nc2ccc(NC(=S)NC(C)C)cc12	0	10	-21	5	7	4	11	10	-14	2.4	-31
22	Cc1ccc(C(=O)OCC(=O)Nc2ccc3[nH]c(=O)[nH]c3c2)cc1[N+](=O)[O-]	-7	-3	-3	-2	-14	-3	-1	-4	11	-3.0	-2
23	CCCn1c(SC(C)C(=O)NCC2CCCO2)nc2sc3c(c2c1=O)CCC3 (configuration not stated)	-8	13	-8	0	-38	3	10	-3	1	1.5	-2
24	CCOC(=O)c1cnc2cc(-c3ccc(C(C)(C)C)cc3)nn2c1N	2	-9	-3	-6	-21	-3	-30	0	-31	0.4	-30
25	COc1ccc(OCC(=O)NNC(=S)NC(=O)c2ccc([N+](=O)[O-])cc2)cc1	-4	2	-11	-8	-8	3	-1	3	-2	0.1	9
26	CCOc1ccc(-c2cccc(NS(=O)(=O)c3cccc([N+](=O)[O-])c3)c2)nn1	-4	-13	-7	0	2	19	0	-5	-15	-0.1	-21
27	CCOC(=O)C1CCCN(c2c(N3CCN(c4cccc(Cl)c4)CC3)c(=O)c2=O)C1 (configuration not stated)	8	-1	-19	9	1	3	-8	-2	22	0.4	-23
28	C=CC(C)(O)CCCC(C)CCCC(C)CCCC(C)C (configuration not stated)	3	-19	-6	0	10	1	-3	-7	4	-0.7	6
29	O=C(CSc1nnc(-c2ccc(O)cc2)o1)Nc1ccccc1Br	-8	-46	-64	13	-26	-3	-7	0	-69	3.0	-82
30	CCC(CC)NC(=O)C1CCN(S(=O)(=O)c2cccs2)CC1	-2	-15	2	2	11	0	1	6	-4	-0.7	-1
31	C=CCN(Cc1ccc(Cl)s1)C(=O)c1cc(S(=O)(=O)N2CCOCC2)ccc1F	-9	4	-16	6	-3	1	-7	-9	7	0.9	1
32	O=C(C1CCC(CNc2c(N3CCCC3)c(=O)c2=O)CC1)N1CCc2ccccc21 (configuration not stated)	-8	-2	7	-5	-8	-5	-1	-6	5	0.6	28
33	CN/S(=N/S(=O)(=O)c1ccccc1)c1ccc(C)cc1 (configuration not stated)	1	6	-7	-3	-12	6	6	-4	8	-0.6	0
34	CC1(Cc2cccc(C#N)c2)C(=O)Nc2ccc(-c3cccc(C(F)(F)F)c3)cc21 (configuration not stated)	-8	10	14	-11	-18	0	.	.	7	1.3	20
35	CCOC(=O)c1c(NC(=O)CCC(=O)O)sc2c1CC(C)(C)OC2	2	-5	-25	-5	2	33*	0	-11	-17	-1.0	-17
36	CCOC(=O)c1nn(-c2ccccc2C)c(=O)c(C#N)c1C	-5	-6	-11	-5	-30	7	1	-1	21	-2.0	-7
37	COc1ccccc1NS(=O)(=O)c1ccc(O)c(C(=O)OCC(=O)c2ccc(Cl)cc2Cl)c1	-1	6	-2	1	0	17	-4	6	15	-0.7	1
38	Cc1ccc(Nc2nc3ccccc3c(=O)s2)cc1	6	3	-17	0	-4	-3	4	-7	9	-0.2	4
39	CN(C)CCN(C(=O)CCc1ccccc1)c1nc2c(F)cc(F)cc2s1	12	-30	5	4	-17	4	1	-1	18	-1.0	-8
40	Cc1ccc(-c2[nH]c3cc(C(=O)NCCCn4ccnc4)ccc3c(=O)c2O)cc1	11	-1	-3	-3	-36	-4	3	8	6	-1.5	-1
41	CCn1nc(C(=O)Nc2ccc(N3CCOCC3)cc2)c2ccccc2c1=O	7	-8	-2	-1	-15	14	-19	1	5	4.3	-25
42	CN1C(=O)c2ccccc2C(C(=O)NCC2CCCO2)C1c1c[nH]c2ccccc12 (configuration not stated)	-2	12	8	-6	-8	8	-2	-8	-1	0.4	5
43	CCN(CC)C(=O)c1cccc(NC(=O)c2cc(C3CC3)nc3c2cnn3C(C)C)c1	-1	2	-2	1	-17	0	3	-5	19	-1.4	24
44	O=C(Nc1ccc(Cl)cc1)N1CCSc2ccccc21	-11	5	-14	-4	7	2	-9	0	-1	-2.8	-5
45	O=C(Nc1cccc([N+](=O)[O-])c1)C1COc2ccccc2O1 (configuration not stated)	6	-1	-10	1	-16	20	-5	5	-12	-1.5	-3
46	COc1ccc(S(=O)(=O)Nc2ccc3c(c2)CC(=O)N([C@@H](C)CO)C[C@H](C)[C@@H](CN(C)S(=O)(=O)c2ccc(F)cc2)O3)cc1	0	-15	-4	7	-14	9	-9	-8	2	-1.7	-8
47	COc1ccc(OC)c(NC(=O)C2CC(=O)N(Cc3ccco3)C2)c1 (configuration not stated)	9	-1	-2	2	-2	2	5	8	-31	0.5	-7
48	O=C(O)c1cccc(S(=O)(=O)Nc2ccc([N+](=O)[O-])cc2O)c1	-4	-28	-4	6	-18	-3	-2	6	12	-0.3	-9
49	O=C(NC1CC1)c1ccc(CS(=O)(=O)c2c(Cl)cccc2Cl)o1	-10	4	-2	2	-15	0	-4	-6	-1	-2.4	-2
50	COc1ccc(C2NCCCC2c2ccccc2)cc1 (configuration not stated)	-16	0	-4	4	1	0	9	6	-16	-1.8	-24
51	CN(Cc1ccccc1)C(=O)c1csc([C@@H]2O[C@H](CO)[C@H](O)[C@H](O)[C@H]2O)n1	-4	-3	-44	2	4	8	.	.	-14	2.9	20
52	OC(CNCc1ccccc1Cl)COc1ccc(F)cc1 (configuration not stated)	-2	-9	-20	0	8	3	2	-3	16	0.6	5
53	Cc1nnc(SCC(=O)Nc2ccccc2F)n1-c1ccc(F)cc1	7	-7	0	4	10	20	0	4	8	-0.2	-2
54	CSc1ncccc1C(=O)N1CCCC(N2CCN(c3ccccc3F)CC2)C1 (configuration not stated)	4	15	-20	0	-9	7	-12	5	-1	-1.9	18
